LMNA splice mod: LMNA splicing modulation; HeLa LMNA splicing GFP/RFP minigene ratio, 48 h; actives 0.01% (n = 200,000); Potency, µM (doses to about 46.1 µM), without a hit: at the top dose ratio change, negative = inhibition, most hits filed as inhibitors; AID 1487; active = well fitted inhibition curve with a large enough effect in the signal ratio, with a control signal flat, not every such curve was filed as active; inconclusive = small, poorly fitted or top-dose-only effect, or effect the other way, or a change in a side signal; the % refers to the signal ratio; also: % is scaled to controls: 0 for no effect and ±100 for the full control effect
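Read-out is the ratio of GFP to DsRed2 object intensity, acquired by 488 nm laser-scanning cytometry on HeLa lamin A-EGFP minigene reporter cells. Compound incubation 48 hrs at 37 °C in Opti-MEM with 2% FBS; DMSO 0.5% final.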
SMN2 splice up: enhancers of SMN2 splice variant expression; HEK293 SMN2-luciferase splicing reporter, luminescence, 30-36 h; Potency, µM (doses to about 46.1 µM), for the others: at the highest dose activity change, positive = activation, actives largely listed as activators; actives 2.8% (n = 210,000); AID 1458; also: % of control where 0% means no effect; nearly all actives have a fitted effect of over 55% in size
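HEK293 cells carry an SMN2 minigene-luciferase reporter in which exon 7 inclusion puts luciferase in frame. Cells were seeded at 2000 cells/well, attached for 10-12 hours, then exposed to compounds for 30-36 hours at 37C before ONE-Glo luminescence.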
ALDH1A1 inh: blocks purified human ALDH1A1 activity; P00352; Purified ALDH1A1, NADH fluorescence, propionaldehyde substrate; Potency, µM (doses to about 75.3 µM), without a hit: at the highest dose activity, negative = inhibition, most hits filed as inhibitors; actives 7.3% (n = 220,000); AID 1030; active = well fitted inhibition curve with a large enough effect, not every such curve was filed as active; inconclusive = small, poorly fitted or top-dose-only effect, or another doubt; inactive = no such curve, though single readings can be large or run the other way;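 also: plate controls were no enzyme wells and a reference inhibitor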
Target sequence (P00352 whole entry, looked up): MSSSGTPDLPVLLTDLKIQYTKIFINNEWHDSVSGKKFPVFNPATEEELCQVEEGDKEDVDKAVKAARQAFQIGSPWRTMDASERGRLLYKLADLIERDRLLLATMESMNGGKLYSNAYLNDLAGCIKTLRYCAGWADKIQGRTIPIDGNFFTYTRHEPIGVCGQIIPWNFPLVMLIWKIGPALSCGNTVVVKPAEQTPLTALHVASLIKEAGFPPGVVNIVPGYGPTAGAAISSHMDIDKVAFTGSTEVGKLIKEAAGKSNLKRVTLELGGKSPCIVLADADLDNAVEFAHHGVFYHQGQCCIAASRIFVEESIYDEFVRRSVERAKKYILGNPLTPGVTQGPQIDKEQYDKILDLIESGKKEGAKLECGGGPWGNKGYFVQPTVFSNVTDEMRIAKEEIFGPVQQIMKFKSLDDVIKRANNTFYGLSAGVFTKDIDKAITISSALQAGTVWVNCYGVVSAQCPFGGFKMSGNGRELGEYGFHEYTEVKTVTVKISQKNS
RECQ1 helicase: inhibitors of human RECQ1 DNA helicase | P46063 | RECQ1 DNA unwinding, red fluorescence kinetic read | Potency, µM (highest dose often 57.3 µM), for the others: at the top dose activity, negative = inhibition, hits mostly inhibitors | actives 0.54% (n = 240,000);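 also: plate controls were vehicle for no effect and no enzyme for full effect; nearly all actives have a fitted effect of over 30% in size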
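50 nM RECQ1T1 preincubated 15 min with compound in Tris pH 8.0 buffer with MgCl2, DTT, Tween-20 and 2.5 ug/ml poly(dI-dC); started with 200 nM TAMRA/BHQ-2 forked duplex and 2 mM ATP. Unwinding read as fluorescence (525/598 nm), two reads 2 h apart.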
L3MBTL1 inh: L3MBTL1 (human) inhibition; AID 485360; Potency, µM (highest dose often 57.1 µM), inactives show at the highest dose activity, negative = inhibition, usual class: inhibitors; Q9Y468; AlphaScreen L3MBTL1–H3K9me1 peptide binding; actives 0.66% (n = 230,000); also: % is scaled to controls: 0 for no effect and ±100 for the full control effect; nearly all actives have a fitted effect of over 60% in size
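AlphaScreen proximity signal between nickel-chelate acceptor and streptavidin donor beads (final 10 ug/mL) reports binding of 50 nM L3MBTL1 to 75 nM biotin-H3 K9me1 peptide; complex incubated with compounds 30 min at room temperature; cefsulodin titration as control.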
Tau ThT inhib: blocks human tau fibril formation measured by thioflavin T | actives 2.1% (n = 270,000) | AID 1460 | recombinant tau K18 P301L (four-repeat tau fragment), heparin-induced fibrillization, ThT fluorescence | Potency, µM (doses to about 57.4 µM), inactives show top-dose activity, negative = inhibition, hits mostly inhibitors; also: % is scaled to controls: 0 for no effect and ±100 for the full control effect; nearly all actives have a fitted effect of over 55% in size
Target sequence (P10636 561-689 P618L limits assumed): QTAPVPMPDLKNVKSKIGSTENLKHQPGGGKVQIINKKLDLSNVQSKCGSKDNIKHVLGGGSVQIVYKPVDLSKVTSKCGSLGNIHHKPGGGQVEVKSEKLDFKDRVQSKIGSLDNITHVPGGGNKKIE
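Recombinant human tau K18 fragment […] carrying P301L, 15 uM unlabeled plus 0.24 uM Alexa 594-labeled, was fibrillized with 20 uM heparin in 100 mM sodium acetate pH 7 for 6 hr at 37 C; 30 uM ThT fluorescence read after 1 hr.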
JMJD2E inh: inhibitors of human JMJD2E histone demethylase; JMJD2E catalytic domain, FDH-coupled NADH fluorescence (FDH is formaldehyde dehydrogenase); actives 1.6% (n = 230,000); Potency, µM (highest dose often 57.1 µM), inactives show at the highest dose activity change, negative = inhibition, most hits filed as inhibitors; AID 2147; active = well fitted inhibition curve with a large enough effect, not every such curve was filed as active; inconclusive = small, poorly fitted or top-dose-only effect, or another doubt; inactive = no such curve, though single readings can be large or run the other way;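 also: 0% = wells with enzyme and -100% = buffer wells without enzyme; nearly all actives have a fitted effect of over 50% in size; many of its hits are not listed in these tables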
Target sequence (B2RXH2 1-337 limits assumed): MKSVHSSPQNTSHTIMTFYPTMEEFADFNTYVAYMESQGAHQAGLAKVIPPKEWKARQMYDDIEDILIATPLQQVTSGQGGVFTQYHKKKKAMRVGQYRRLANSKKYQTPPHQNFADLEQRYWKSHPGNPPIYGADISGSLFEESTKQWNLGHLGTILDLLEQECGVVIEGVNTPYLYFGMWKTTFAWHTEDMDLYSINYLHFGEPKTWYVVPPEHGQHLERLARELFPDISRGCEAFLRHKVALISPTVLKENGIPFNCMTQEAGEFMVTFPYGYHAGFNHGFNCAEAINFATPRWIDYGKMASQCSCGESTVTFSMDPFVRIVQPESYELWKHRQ
KinaseGlo FLuc: blocks Kinase-Glo luciferase, a counter-screen artifact. Q27757. AID 1379. actives 0.28% (n = 200,000). Potency, µM (highest dose often 38.3 µM), without a hit: at the top dose activity change, negative = inhibition, hits mostly inhibitors. Kinase-Glo luciferase, ATP luminescence, 8 min; also: % is scaled to controls: 0 for no effect and ±100 for the full control effect; nearly all actives have a fitted effect of over 60% in size
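Recombinant Kinase-Glo luciferase, 10 uM ATP (linear range), luciferin; imidazole pH 7.2 / KCl / MgCl2 / Tween / BSA buffer; 8 min RT; luminescence.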
An asterisk follows results filed as active; i = inactive; ? = inconclusive; . = no result given; & = joins results of further samples; ! = repeats disagree; [ ] = dose if it differs, or a comment. Unless noted, calls follow the shape of the dose curve; as a rule, active = well fitted curve in the direction sought with a large enough effect; inconclusive = small, poorly fitted or top-dose-only effect, or another doubt; inactive = no such curve, though single readings can be large; an effect the other way counts as inactive or inconclusive. Potency is read from the fitted curve at half-maximal effect.

Start of the data: the first 3 compounds (preview)
SMILES	LMNA splice mod	SMN2 splice up	ALDH1A1 inh	RECQ1 helicase	L3MBTL1 inh	Tau ThT inhib	JMJD2E inh	KinaseGlo FLuc
COc1ccc(C2C(C#N)=C(N)OC3=C2C(=O)CC(C)(C)C3)c(OC)c1OC (stereo unspecified)	1%	14%	?	-2%	0%	-13%	4%	-2%
CCc1ccc(NC(=O)C(=O)NCC2CCCO2)cc1 (stereo unspecified)	22%[46 µM]	11µM*	3%	i	-16%	-3%	5%	-3%
CC1=NNC(=O)C1CC(=O)N/N=C(/C)c1cccc([N+](=O)[O-])c1 (stereo unspecified)	.	-54%[inhibitor]	22%	4%	.	-13%	6%	5%

The list itself, from the start:
SMILES	LMNA splice mod	SMN2 splice up	ALDH1A1 inh	RECQ1 helicase	L3MBTL1 inh	Tau ThT inhib	JMJD2E inh	KinaseGlo FLuc
COc1ccc(C2C(C#N)=C(N)OC3=C2C(=O)CC(C)(C)C3)c(OC)c1OC (stereo unspecified)	1%	14%	?	-2%	0%	-13%	4%	-2%
CCc1ccc(NC(=O)C(=O)NCC2CCCO2)cc1 (stereo unspecified)	22%[46 µM]	11µM*	3%	i	-16%	-3%	5%	-3%
CC1=NNC(=O)C1CC(=O)N/N=C(/C)c1cccc([N+](=O)[O-])c1 (stereo unspecified)	.	-54%[inhibitor]	22%	4%	.	-13%	6%	5%
FC(F)(F)c1ccc(N2CCOCC2)c(Nc2nc3ccccc3n3cnnc23)c1	?	9%	?	-7%	-13%	?	?	-8%
CCCOc1ccc(/C(O)=C2/C(=O)C(=O)N(CCN(CC)CC)C2c2ccncc2)cc1 (stereo unspecified)	4%	-8%	-1%	i	.	-4%	-10%	-5%
CC1(C)CC(=O)C=C(NCCc2ccc(S(N)(=O)=O)cc2)C1	-4%	-3%	?	-10%	.	-9%	2%	0%
COc1ccc(C(C)=O)c2c1OCCO2	?	-30%	?	-8%	-5%	-4%	?	-1%
O=c1[nH][nH]c(C(F)(F)F)c1C=NCc1cccs1	3%[9.22 µM]	2%	9%	8%	-9%	-2%	6%	-1%
COc1cccc(CS(=O)(=O)c2nnnn2C2CCCCC2)c1	.	15%	1%	-1%	.	2%	2%	2%
COc1cccc(C(=O)Nc2ccc(C)cc2)c1	-7%	11µM*	-8%	-12%	-10%[11.4 µM]	6%	?	-15%
COc1ccc2c(c1)CCC1C2=NN(/C(C)=C/C(C)=O)C1c1cccc(F)c1 (stereo unspecified)	.	.	28µM*	-4%	8%	?	3%	-1%
O=c1c2cc(NC(=S)NCCCN3CCC(Cc4ccccc4)CC3)ccc2nc2n1CCCCC2	?	-38%[inhibitor]	-7%	1%	-11%	2%	-7%	-2%
S=c1[nH]nc(CCc2nc3ccccc3[nH]2)n1-c1cccc(Cl)c1	.	.	-5%	21%	5%	-9%	2%	0%
COc1cc(/C=C/C(=O)OCC(=O)Nc2cc(C(F)(F)F)ccc2N2CCOCC2)ccc1O	-11%	-1%	3%	-9%	3%	-5%	?	1%
N#CCCN(Cc1ccccc1)C(=S)Nc1ccc(F)cc1	-1%[46 µM]	.	?	0%	-4%	-9%	-13%	.
CCN(CC)S(=O)(=O)c1cccc(C(=O)Nc2nc3cc4c(cc3s2)OCCO4)c1	?	-77%[inhibitor]	?	-18%	3%	?	?	-3%
CC(C)(C)c1ccccc1NC(=O)c1c(O)c2cccc3c2n(c1=O)CC3	?	-18%	?	i	3%	-6%	?	4%
CCCCC1=CC2=CC(=O)C(C)(OC(=O)CC)C(=O)C2=CN1CCCCO (stereo unspecified)	-13%[9.22 µM]	4%[9.22 µM]	8%[13.5 µM]	-6%[11.5 µM]	.	?	13µM*!	-7%[7.66 µM]
CCOC(=O)c1cnc2ccc(Cl)cc2c1Nc1ccc(S(=O)(=O)Nc2ncccn2)cc1	-25%	15%	17%	-4%	8%	?	6%	7%
CC1(C(=O)O)CCC(C(N)=O)C1(C)C (stereo unspecified)	.	.	.	8%	6%	6%	1%	.
CCN(CC)c1ccc(/C=N/N=C(N)N)c(O)c1	-18%[46 µM]	-37%[inhibitor]	?	-15%	-6%	?	?	-2%
CCOc1ccc(-c2c(C)n([O-])c3c([n+]2=O)CCCC3)cc1	-2%	6%	?	18%	-4%	4%	2%	3%
O=C(CNC(=O)c1ccc(Cl)cc1)OCc1nc2ccccc2s1	-7%	7%	-10%	-3%	4%	-18%	-6%	3%
COc1ccc(C)cc1S(=O)(=O)N(CC(=O)NCc1ccc(Cl)cc1)Cc1ccccc1	?	-1%	1%	-15%	.	?	8%	1%
Cn1cnc([N+](=O)[O-])c1Sc1ccc(Br)cc1	?	1%	-12%	-3%	-3%	?	-10%	1%
Cn1c(=O)n(Cc2ccccc2F)c2ccccc21	13%	-3%	16%	19%	5%	1%	3%	-4%
O=C(O)CC1S/C(=N\N=C2CCCCCCC2)N(c2ccccc2)C1=O (stereo unspecified)	?	-5%	9%	i	2%	-2%	13%	5%
N/C(CC(=O)Nc1cccc(C(F)(F)F)c1)=N/O	-2%	7%	19%	i	7%	6%	6%	-2%
COc1ccc(Cl)cc1NC(=O)N1CCC(C)CC1	2%[46 µM]	.	-8%	-8%	2%	-12%	-6%	1%
CCCNC(=O)CS(=O)Cc1nc(-c2ccc(OC)cc2)oc1C (stereo unspecified)	-8%	2%	?	-3%	.	?	?	-2%
CCOC(=O)CN1C(c2ccccc2O)Nc2ccc(Br)cc2C1c1ccccc1 (stereo unspecified)	-1%	-14%	-3%	4%	-12%	-3%	-1%	1%
Cc1c(C)n(CC(O)CNc2ccccc2)c2ccccc12 (stereo unspecified)	.	-32%[inhibitor]	?	i	-17%	?	18µM*	-2%
Cc1ccc(C(=O)N2CCC(C(=O)NCc3cccnc3)CC2)cc1	-6%	-8%	?	-17%	7%	4%	-5%	1%
CCc1nc(NCCCn2ccnc2)c2oc3ccccc3c2n1	6%	-1%	6%	-3%	0%	-5%	-19%	-7%
O=c1cc(CN2CCN(S(=O)(=O)c3ccccc3[N+](=O)[O-])CC2)nc2sccn12	-20%[46 µM]	-1%	-9%	-3%	1%	-3%	-4%	5%
O=C(COC(=O)COc1ccccc1)NC1CCCc2ccccc21 (stereo unspecified)	-3%	18%	-13%	-1%	11%	-2%	5%	2%
CCOC(=O)/C(C#N)=C1\Nc2ccccc2N=C1N(CC(C)C)CC(C)C	?	?	?	-2%	.	?	-1%	-8%
CC(C)NC(=S)N1CCN(C/C=C/c2ccccc2)CC1	14%[46 µM]	-11%	15%	i	-12%	2%	10%	0%
CCOc1ccccc1Nc1nc(N)nc(CN(C)C2CCCCC2)n1	-2%	-27%	-6%	-2%	?	-13%	-10%	-6%
COc1ccc(/C=N/NC(=O)C2(C)NC(C)(C)Cc3ccccc32)cc1 (stereo unspecified)	?	10%	2%	i	5%	1%	-5%	3%
CN1CCN(c2ncc3nc(CCc4ccccc4)c(=O)n(Cc4ccc(F)cc4)c3n2)CC1	.	-13%	?	-1%	.	.	.	-2%
Cc1ccc(-c2csc(NC(=O)c3cccs3)n2)cc1	?	11µM*	3%	i	.	-12%	?	-1%
COC(=O)c1c(NS(=O)(=O)c2ccc3ccccc3c2)sc2c1CCCC2	?	-34%[inhibitor]	?	-17%	.	-21%	-16%	-2%
CSc1c(CC(=O)Nc2ccccc2Cl)n(Cc2ccccc2)c2ccccc12	?	-31%[inhibitor]	3%	-6%	34%[activator]	3%	?	1%
CC1(C)C(=O)NCCN1C(=O)CCCC(=O)O	.	.	2%	-6%	-22%	-3%	-7%	-4%
CC1=C(C(=O)Nc2cccc(C)n2)C(c2ccc3c(c2)OCO3)C2=C(CC(c3ccco3)CC2=O)N1 (stereo unspecified)	-4%	22%	?	i	8%[11.4 µM]	-12%	?	2%
CC(C)(C)c1ccc(Oc2ccc(N)cn2)cc1	.	.	.	-14%	-26%	-9%	?	.
O=C(c1ccco1)N(Cc1cc2ccccc2[nH]c1=O)C1CCCCC1	-4%	20%	?	-1%	.	7%	-12%	4%
CCN(CC)S(=O)(=O)c1ccc(N2CCOCC2)c(NC(=O)Cc2ccc(Cl)cc2)c1	?	.	25µM*	-6%	4%	-17%	-8%	.
CCOCCOC(=O)C1=C(C)Nc2ccc(C)cc2S1	7%	-30%	?	-6%	0%	?	-19%	-5%
The list goes on:
SMILES	LMNA splice mod	SMN2 splice up	ALDH1A1 inh	RECQ1 helicase	L3MBTL1 inh	Tau ThT inhib	JMJD2E inh	KinaseGlo FLuc
CCc1ccccc1NC(=O)CC(c1ccc(OC)cc1)n1cccc1 (stereo unspecified)	-18%	-21%	?	-8%	-8%	-15%	-4%	1%
COc1ccccc1NC(=S)NN1CCN(C)CC1	8%	3%	10%	-2%	6%	-6%	0%	1%
CCC(c1nnnn1C1CCCCC1)N(Cc1ccco1)Cc1cc2ccc(OC)cc2[nH]c1=O (stereo unspecified)	1%	-16%	?	-2%	6%	-16%	?	0%
CCC(Sc1nc2ncnc(N)c2[nH]1)C(=O)O (stereo unspecified)	-2%[46 µM]	9%	6%	0%	5%	-6%	5%	4%
Cc1nc(CSc2ccc(Cl)cc2)cc(N2CC(C)OC(C)C2)n1 (stereo unspecified)	?	-1%	6%	-9%	12%	-2%	-2%	-3%
OCC1(CCOc2ccccc2)CCN(Cc2cn[nH]c2-c2ccc(F)cc2)CC1	.	.	11%	-2%	-3%	-4%	-8%	.
CC(C)CC(NC(=O)CCl)c1ccccc1 (stereo unspecified)	?	-21%	?	i	9%	2%	-4%	5%
Cn1c(N)c(C(=O)COC(=O)c2ccnc3ccccc23)c(=O)n(C)c1=O	?	2%&-26%	-1%	-3%&-2%	-4%	0%&-4%	-16%&1%	-2%&2%
CCN(CC)c1ccc2cc(C(=O)NNC(=O)c3ccc(S(=O)(=O)N4CCCCC4)cc3)c(=O)oc2c1	-14%	-26%	1%	-12%	13%	10%	-8%	-2%

An excerpt. The share of hits here may be higher or lower than overall.
